TCR activator = activates T cell receptor signaling; 330,000 tested, under 10 active; primary human leukocytes, anti-CD3, IL-2 HTRF, 48 h; Potency, µM (highest dose often 9.22 µM), for the others: at the highest dose activation of IL-2 secretion, hits mostly activators; note: % of control where 0% means no effect
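48 hr co-incubation of compounds, a-CD3 beads and primary human leukocytes; IL-2 quantified homogeneously by HTRF with anti-IL-2 K and d2 conjugates.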
AT treatment = candidate therapy for ataxia-telangiectasia; […] A-T fibroblasts, KAP-1 phosphorylation AlphaLISA; neocarzinostatin DNA damage 30 min before lysis; Potency, µM (highest dose often 57.5 µM), for inactives: at the highest dose activation, hits mostly activators; 320,000 compounds, 0.19% hits; note: potency is the fitted concentration of half-maximal effect; % of control where 0% means no effect; nearly all actives have a fitted effect of over 45% in size
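hTERT-immortalized A-T patient fibroblasts ([…]), 500 cells/well in OPTI-MEM, 1% FBS, got compounds for 60 min, then NCS for 30 min at 37C. Lysates were then assayed for phospho-KAP-1 by AlphaLISA (anti-pKAP1 donor, anti-KAP1 acceptor beads), 6 hr at 25C.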
Mito fusion act = blocks mitochondrial division or promotes mitochondrial fusion | S. cerevisiae fusion-defective mutant growth rescue, CellTiterGlo 48 h | Potency, µM (series often up to 46.1 µM), inactives show top-dose growth rescue (activation), hits mostly activators | 320,000 compounds, 0.23% hits | AID 485298;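 note: potency is the fitted concentration of half-maximal effect; % of control where 0% means no effect; nearly all actives have a fitted effect of over 45% in size; temperature-sensitive fusion mutants such as fzo1-1 at 37 °C on non-fermentable ethanol glycerol medium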
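Read-out: ATP-based luminescence (CellTiterGlo, 10 min ambient) reporting growth of fusion-defective ts yeast after 48 hours at 37C on glycerol/ethanol YPEG medium in the presence of compound.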
KCNH2 WT inh = blocks the wildtype human KCNH2 potassium channel | U2OS, BacMam KCNH2, thallium flux FluxOr; stronger effect = lower value | AID 720551 | 340,000 compounds, 0.37% hits | activity change, % at 1.84 µM;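 active = maximum activity change below -70%; inconclusive = maximum activity change between -70% and -50%; inactive = maximum activity change above -50%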; note: % is set by controls: 0 for no effect and ±100 for the full control effect
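U2OS cells transduced with wild-type KCNH2 virus are loaded with FluxOr dye for 45 min, and thallium flux is measured in kinetic reads before and after stimulation buffer. Rate constants are normalized to DMSO controls.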
Eya2 inh = blocks the phosphatase activity of human Eya2; O00167; recombinant Eya2, OMFP fluorescence dephosphorylation (OMFP is methylfluorescein phosphate); Potency, µM (doses to about 76.9 µM), for inactives: top-dose activity, negative = inhibition, hits mostly inhibitors; 330,000 compounds, 0.006% hits; AID 488837; note: potency is the fitted concentration of half-maximal effect; % is set by controls: 0 for no effect and ±100 for the full control effect
Target sequence (O00167 whole entry, looked up): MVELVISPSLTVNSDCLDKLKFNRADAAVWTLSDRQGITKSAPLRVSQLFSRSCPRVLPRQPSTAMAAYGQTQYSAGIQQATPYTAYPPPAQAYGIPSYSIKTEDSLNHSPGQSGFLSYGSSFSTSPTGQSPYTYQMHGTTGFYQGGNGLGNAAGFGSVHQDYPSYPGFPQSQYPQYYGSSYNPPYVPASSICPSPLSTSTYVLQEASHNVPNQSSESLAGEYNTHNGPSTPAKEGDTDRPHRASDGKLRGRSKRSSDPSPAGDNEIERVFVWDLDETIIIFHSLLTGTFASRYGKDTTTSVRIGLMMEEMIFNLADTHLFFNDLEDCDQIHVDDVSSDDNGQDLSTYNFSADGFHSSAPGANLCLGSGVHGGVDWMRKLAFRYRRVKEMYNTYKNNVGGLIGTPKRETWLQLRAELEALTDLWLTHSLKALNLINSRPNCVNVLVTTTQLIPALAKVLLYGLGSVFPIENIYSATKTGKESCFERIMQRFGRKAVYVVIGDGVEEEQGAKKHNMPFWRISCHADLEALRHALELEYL
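Eya2 protein (added as 0.2 uM solution) was preincubated with compound for 10 min at ambient temperature in 50 mM HEPES pH 7.5, 50 mM NaCl, 5 uM MgCl2, 0.05% BSA, 1 mM DTT. OMFP (added at 50 uM) then reacted 10 min; fluorescence read at 485/525 nm.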
USP2a block = inhibitors of human ubiquitin-specific protease USP2a. USP2 core, Ub-CHOP2 coupled fluorogenic reporter, 485/531. O75604. AID 463254. 330,000 compounds, 0.01% hits. Potency, µM (highest dose often 38.3 µM), without a hit: top-dose activity change, negative = inhibition, usual class: inhibitors;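 note: potency is the fitted concentration of half-maximal effect; plate controls were DMSO wells for no effect and full inhibition by NEM control for full effect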
Target sequence (O75604 whole entry, looked up): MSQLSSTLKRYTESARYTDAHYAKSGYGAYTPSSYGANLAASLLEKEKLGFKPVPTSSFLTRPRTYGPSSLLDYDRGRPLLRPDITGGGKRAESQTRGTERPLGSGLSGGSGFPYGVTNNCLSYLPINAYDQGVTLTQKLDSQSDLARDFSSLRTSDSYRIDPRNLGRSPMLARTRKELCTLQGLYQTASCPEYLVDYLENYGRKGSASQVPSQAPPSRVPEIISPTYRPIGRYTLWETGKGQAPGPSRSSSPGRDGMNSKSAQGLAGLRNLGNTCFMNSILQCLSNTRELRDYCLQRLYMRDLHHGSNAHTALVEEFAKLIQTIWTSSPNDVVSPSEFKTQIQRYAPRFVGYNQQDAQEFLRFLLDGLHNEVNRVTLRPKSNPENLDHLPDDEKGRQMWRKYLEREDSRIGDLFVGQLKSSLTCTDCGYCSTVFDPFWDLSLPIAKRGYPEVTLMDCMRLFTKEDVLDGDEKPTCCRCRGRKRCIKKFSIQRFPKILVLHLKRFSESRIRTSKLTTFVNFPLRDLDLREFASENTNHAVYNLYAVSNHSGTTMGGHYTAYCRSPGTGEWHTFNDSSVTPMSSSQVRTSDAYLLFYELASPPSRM
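USP2 core (10nM final) preincubated 30min RT with compound in 20mM Tris-HCl pH 8.0, 2mM CaCl2, 2mM beta-mercaptoethanol, 0.05% CHAPS; 25nM Ub-CHOP2 plus 25nM reporter substrate added, fluorescence (Ex485/Em531) read after 60min.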
ELG1 repair inh = ELG1-dependent DNA repair inhibition; 330,000 compounds, 2.3% hits; Potency, µM (doses to about 46.1 µM), without a hit: top-dose activity change, negative = inhibition, actives largely listed as inhibitors; HEK293T ELG1-luciferase reporter, luminescence, 16 h; DNA damage induced by 5-fluorouridine; note: potency is the fitted concentration of half-maximal effect; % is set by controls: 0 for no effect and ±100 for the full control effect; nearly all actives have a fitted effect of over 55% in size
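In this reporter screen, reduction of luminescence relative to DMSO vehicle indicated activity. Compounds and 5-fluorouridine were added together to 2,000 cells per well, incubated for 16 hr at 37 °C, then developed with ONE-Glo.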
TRPV1 ag = activates the human vanilloid receptor TRPV1 | Q8NER1 | TRPV1-expressing cells, Fluo-8 calcium influx, agonist mode | activation, % at 8.33 µM | 320,000 compounds, 0.19% hits | AID 540275; in the data active = activation above about 80%; inconclusive = between about 30% and that limit; note: 0% is about no effect
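TRPV1-expressing cells were cultured overnight at 35.5C and loaded with Fluo-8 calcium dye for 40 to 90 min at room temperature. After a 10 s baseline, compound was added and calcium influx was read kinetically for 3 min (ex 480/em 520 nm).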
TSHR antag = human thyrotropin receptor antagonism; P16473; TSHR-expressing cells, TSH-stimulated cAMP HTRF, 2 h; stronger effect = lower value; activity change, negative = inhibition, % at 11.5 µM; 330,000 compounds, 0.2% hits;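 active = activity change below a set negative limit, meaning inhibition stronger than a set level, cut at about -70% in these data; inconclusive = activity change between two set negative limits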; note: % is set by controls: 0 for no effect and ±100 for the full control effect
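Antagonism was scored as loss of TSH-driven cAMP in TSHR cells, stimulated with 4nM TSH (EC80) for 2 hours at 37 deg C and detected by homogeneous HTRF competition immunoassay.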
KCNH2 3.1 inh = inhibitors of human KCNH2 3.1 potassium channel isoform; U2OS KCNH2 3.1, thallium flux FluxOr; stronger effect = lower value; activity change, % (tested at about 1.8 µM); 340,000 compounds, 0.95% hits;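 active = maximum activity change below -70%; inconclusive = maximum activity change from -70% to -50%; inactive = maximum activity change above -50%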;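 note: thallium influx rate constant from kinetic fluorescence after stimulation buffer; % is set by controls: 0 for no effect and ±100 for the full control effect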
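Normalized rate constant (relative to positive and negative DMSO controls) derived from a 2 min kinetic fluorescence read after stimulation; U2OS cells expressing the 3.1 isoform via virus at 1.77 x 10^8 /mL.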
* = called active by the depositor; ? = inconclusive; nt = not tested or not shown; [ ] = another dose, or the depositor's remark. Unless noted, calls come from the whole dose curve; as a rule, active = well fitted curve in the direction sought with a large enough effect; inconclusive = small, poorly fitted or top-dose-only effect, or another doubt; inactive = no such curve, though single readings can be large; an effect the other way counts as inactive or inconclusive. Only part of the results is shown; count on the stated rates, not on these rows.

Values run as follows: TSHR antag	Eya2 inh	TCR activator	TRPV1 ag	ELG1 repair inh	USP2a block	AT treatment	KCNH2 WT inh	Mito fusion act	KCNH2 3.1 inh
O=C(O)c1ccc(/C=N/Nc2cccc(C(F)(F)F)c2)cc1
→ 5	3%	1%	-3	?	0%	-10%	-13	1%	15
COc1ccc(CNC(=O)Cn2nc(-c3ccc4c(c3)OCCO4)ccc2=O)cc1
→ -11	21%	1%	15	?	-1%	-5%	43	0%	7
Cc1ccccc1-n1ncc2c1CC(C)(C)CC2NC(=O)c1cn[nH]c1C (stereo not drawn)
→ -2	3%	-1%	?	11%	4%	4%	-3	0%	1
N#C/C(=N\Nc1ccc(S(=O)(=O)N2CCc3ccccc32)cc1)C(N)=S
→ ?	-3%	5%	-1	6.5µM*	-3%	-7%	-7	8%	5
O=C(NCCC1CCCCN1S(=O)(=O)c1ccccc1)C(=O)NCc1ccccc1 (stereo not drawn)
→ 2	-12%	-3%	18	-24%	1%	9%	-1	4%	-6
CC(C)NC(=O)CC(=O)N/N=C/c1ccccc1F
→ 1	2%	-2%	nt	3%	1%	-3%	-6	1%	9
CN(C(=O)c1ccc2c(c1)CCO2)C(C)(C)C
→ 4	-2%	6%	0	20%	0%	-5%	1	3%	-8
Oc1ccc(/C=N/Nc2nc(-c3ccccc3F)nc3ccccc23)c(O)c1
→ 0	-13%	-2%	7	15µM*	2%	-3%	-13	-1%	-4
COc1ccc(N=C2SCC(c3ccccc3)=NN2C)cc1
→ -13	-3%	-6%	-2	?	-2%	?	-6	13%	12
C/C(=N\NC(=O)CN1CCN(Cc2ccc(C)cc2)CC1)c1ccncc1
→ -4	-9%	0%[46.1 µM]	-3	8%	1%	7%	17	-2%	?
O=C(/C=C/c1ccc(Cl)c(Cl)c1)N1CCOCC1
→ -9	-8%	0%	?	?	2%	17%	0	-7%	-24
CCOc1ccc(NS(=O)(=O)c2ccc3c(c2)CCN3C(C)=O)cc1
→ 2	15%	-5%	-3	?	4%	-6%	6	5%	3
COc1ccc(CNc2ccc3cn[nH]c3c2)c(OC)c1OC
→ -5	11%	nt	1	?	-2%	nt	5	2%	-3
COCCn1c(COc2ccccc2)nnc1SCC(N)=O
→ 2	6%	0%	-1	0%	4%	-1%	13	-2%	-2
O=C(c1cccc2ccccc12)N1CCN(CC2CC=CCC2)CC1 (stereo not drawn)
→ -2	7%	7%	11	-11%	-2%	4%	7	10%	-9
O=C(Nc1nc2ccc([N+](=O)[O-])cc2s1)c1ccncc1
→ -13	-6%	-4%	7	?	15%	0%	-3	9%	-9
Cc1nc2ccc(NC(=O)C(F)(F)F)cc2o1
→ -3	10%	1%	2	18%	-1%	-12%	-12	-2%	1
Cc1cc(C)cc(NC(=O)CSc2nc(N)c(NC(=O)c3cccs3)c(=O)[nH]2)c1
→ 8	-8%	3%	-2	12%	0%	-2%	8	-5%	4
Cc1oc(C(C)(C)C)cc1C(=O)NCc1ccc2c(c1)OCO2
→ -14	-20%	-5%	19	8%	2%	3%	-3	2%	-2
CC(=O)c1cccc(NC(=O)CN(C)Cc2ccc(OC(F)F)cc2)c1
→ 4	1%	1%	11	-1%	2%	1%	34	7%	1

Values run as follows: TSHR antag	Eya2 inh	TCR activator	TRPV1 ag	ELG1 repair inh	USP2a block	AT treatment	KCNH2 WT inh	Mito fusion act	KCNH2 3.1 inh
Cc1cn(CCC(=O)Nc2ccc(N3CCOCC3)cc2)c2ccccc12
→ 4	-10%	6%	?	?	2%	3%	-4	-4%	-8
CC(OC(=O)c1ccco1)C(=O)NC1CCCCC1 (stereo not drawn)
→ -1	19%	-18%	-1	-2%	0%	-2%	-7	2%	-18
Cc1cccc(NC(=O)c2nc[nH]c2C(=O)NCC(=O)OC(C)(C)C)c1
→ -24	-3%	5%	29	?	-1%	-50%	5	13%	8
O=C1CCC(=O)N1c1ccc(NC2CCN(Cc3ccccc3)CC2)c([N+](=O)[O-])c1
→ 1	?	4%	2	-1%	-1%	7%	6	-1%	-2
COc1ccccc1NC1CCCCC1NS(=O)(=O)c1ccccc1 (stereo not drawn)
→ -5	-7%	0%	15	-3%	-6%	2%	2	11%	-1
CCCN(CCC)C(=O)c1cc2c(=O)n3cccc(C)c3nc2s1
→ -4	1%	1%	10	-9%	1%	16%	17	6%	7
COc1ccc(N2C(=O)CSC23C(=O)N2c4c(cccc43)C(C)=CC2(C)C)cc1 (stereo not drawn)
→ 3	19%	nt	-10	-18%	-11%	1%	7	-6%	-1
CC(C)(C)OC(=O)C[C@H]1C/C=C\C[C@H](CC(=O)N[C@H](CO)Cc2ccccc2)C(=O)N2CCC[C@@H]2COC1=O
→ 1	10%	-1%	nt	0%	1%	-6%	nt	nt	nt
CSCC[C@H](NS(=O)(=O)c1ccc(C(C)=O)cc1)c1nnc2ccccn12
→ -5	13%	-4%	1	15%	4%	0%	7	-1%	12
CN1C(C(=O)c2ccccc2)=C(N)c2ccccc2S1(=O)=O
→ -9	-8%	-1%	0	?	5%	-4%[11.5 µM]	-2	-16%	0
Cc1ccc2nc3c(c(C(=O)OCC(=O)N(C)C4CCS(=O)(=O)C4)c2c1)CCCC3 (stereo not drawn)
→ 0	-6%	-3%	8	-28%	1%	1%	-4	-5%	-4
Fc1cc2[nH]cnc2cc1Cl
→ -6	8%	1%	-2	-5%	3%	-5%	-5	-3%	13
CN1C(=O)/C(=C/C=C2/CCCN2C)N(C)C1=S
→ -1	2%	0%	-3	?	2%	-1%	-11	1%	nt
Cc1c(-c2ccccc2)nc(N)c(C#N)c1-c1cccnc1
→ 21	1%	3%	4	1%	2%	-4%	-1	4%	4
O=C(COC(=O)C(c1ccccc1)c1ccccc1)NCc1ccco1
→ 22	-15%	-1%	?	0%	-6%	13%	-7	2%	-14
C=CCOC(=O)C1=C(C)NC(C)=C(C(=O)OCC=C)C1/C=C/c1ccccc1
→ 48	-8%	1%	6	?	-8%	-2%	1	2%	-27
CCN(CC)C(CNS(=O)(=O)c1ccc(Cl)cc1)c1ccccc1 (stereo not drawn)
→ -2	3%	-3%	6	0%	2%	-3%	5	4%	-12
CCOCCc1nnc(NC(=O)c2cccs2)s1
→ -2	-6%	1%	1	?	0%	-1%	12	13%	-1
O=C(CNC(=O)c1nc[nH]c1C(=O)N1CCN(c2ccccc2)CC1)OCc1ccccc1
→ 7	7%	3%	3	?	0%	-8%	-8	0%	13
O=C(NC[C@@H]1CCCO1)c1cccc2c1C(=O)c1ccc(Cl)cc1S2(=O)=O
→ -13	1%	6%	4	?	1%	-9%	-19	-3%	12

Full records as entered above.
`Cc1cc(C)cc(NC(=O)CSc2nc(N)c(NC(=O)c3cccs3)c(=O)[nH]2)c1` across the screens: TSHR antag: 8; Eya2 inh: -8%; TCR activator: 3%; TRPV1 ag: -2; ELG1 repair inh: 12%; USP2a block: 0%; AT treatment: -2%; KCNH2 WT inh: 8; Mito fusion act: -5%; KCNH2 3.1 inh: 4
`CCN(CC)C(CNS(=O)(=O)c1ccc(Cl)cc1)c1ccccc1` (stereo not drawn) across the screens: TSHR antag: -2; Eya2 inh: 3%; TCR activator: -3%; TRPV1 ag: 6; ELG1 repair inh: 0%; USP2a block: 2%; AT treatment: -3%; KCNH2 WT inh: 5; Mito fusion act: 4%; KCNH2 3.1 inh: -12

(continued)
Values run as follows: TSHR antag	Eya2 inh	TCR activator	TRPV1 ag	ELG1 repair inh	USP2a block	AT treatment	KCNH2 WT inh	Mito fusion act	KCNH2 3.1 inh
CCOc1cccc(CNc2ccc(O)cc2)c1OCc1ccc(Cl)cc1Cl
→ -18	-6%	-1%	15	?	-1%	14%	3	16%	-1
CCS(=O)(=O)C1=NN2C(=N)/C(=C\c3ccc(OC(=O)c4ccco4)c(OC)c3)C(=O)N=C2S1
→ -1	3%	-1%	0	21%	1%	-15%	-20	0%	-8
COc1ccc(C2=NN(C(=O)CSC3=NN4CCCC(=O)N=C4S3)C(c3cccc(OC)c3OC)C2)cc1 (stereo not drawn)
→ 8	-15%	6%	-1	?	2%	0%	2	19%	6
C#CCOCCOCCOCCNc1nc(N2CCN(C(=O)[C@H](Cc3cc4ccccc4[nH]3)n3cc(C(N)CC(C)C)nn3)CC2)nc(N2CCN(C(=O)[C@H](CCC(=O)O)n3cc(C(N)[C@H](C)CC)nn3)CC2)n1 (stereo partly drawn)
→ 2	8%	-2%	-1	14%	1%	10%	-9	-2%	-14
CCCc1c(C(=O)Nc2ccc(F)cc2)cnn1-c1ccccc1
→ 1	-18%	3%	?	?	-5%	11%	10	2%	3
CCOC(=O)[C@H]1[C@H]2COc3ccc(C)cc3[C@@H]2N2C(=O)c3ccccc3NC(=O)[C@@]12C
→ 9	1%	1%	90*	6%	0%	4%	3	0%	2
CC1CC(C)CN(C(=O)COC(=O)c2ccc3ncsc3c2)C1 (stereo not drawn)
→ 22	2%	-1%	13	23%	3%	10%	-3	-9%	13
CCCC1(c2ccccc2)NC(=O)N(CCN2C(=O)c3ccccc3C2=O)C1=O (stereo not drawn)
→ 19	6%	-4%	-10	6%	1%	3%	-5	1%	-24

From PubChem
